Bioassay records deposited in PubChem by University of Kansas High Throughput Screening Laboratory.
Pf apPOL block: Pf-apPOL DNA polymerase inhibition | inhibition, % at 10 µM | Recombinant Pf-apPOL, molecular beacon fluorescence, 1.5 h | AID 1794808 | 0.25% of 210,000 active
mHTT CaM bind: disrupts binding of mutant huntingtin to calmodulin; 3.6% of 190,000 active; inhibition, % at 15 µM; AlphaScreen His-mHTT/GST-CaM binding, luminescence;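 note: 0% = both proteins with DMSO and 100% = one protein alone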
The depositor's hits bear a star; i = inactive; . = not tested or not shown; & = joins results of further samples. Cut-off read from the data, not from the text of the source: active = inhibition above about 50%; inactive = the rest. Only part of the results is shown; count on the stated rates, not on these rows.

Each structure is followed by: mHTT CaM bind | Pf apPOL block
CC(C)(C)n1nc2c(c1NC(=O)C13CC4CC(CC(C4)C1)C3)CS(=O)(=O)C2
    1 | 2
C/C(Cl)=C\CSc1nc2c(c(=O)[nH]c(=O)n2C)n1Cc1cccc(Br)c1
    16 | 0
Cc1ccc(C)n1CCN1CCN(CC(=O)c2ccc3c(c2)OCO3)CC1
    15 | -2
CCOC(=O)N1CCc2nn(CC(=O)Nc3ccc(C(C)C)cc3)c(=O)cc2C1
    10 | -7
O=C(NCc1cc(-c2ccco2)on1)C1CC1
    -13 | -6
COc1ccccc1C(=O)N1CCCC1c1ccc(F)cc1 (centres undefined)
    -8 | -3
N/C(=N\OC(=O)c1ccc(Cl)cc1)c1ccccn1
    i | 0
CNC1(C)CCS(=O)(=O)C1 (centres undefined)
    -5 | -6
Cc1cc(SCC(C)C)n2ncnc2n1
    -8 | 8
Clc1ccccc1C=NNc1nc(-c2ccccc2)cs1
    . | -6&8
O=C(CN1C(=O)S/C(=C\c2ccc(Br)cc2)C1=O)Nc1ccc(O)cc1
    52* | -1
CCCN1CCN(c2ncc3c(n2)CCN(Cc2ccc(CC)cc2)C3)CC1
    16 | -4
O=C(Cn1c(=O)n(-c2cccc(C(F)(F)F)c2)c(=O)c2sccc21)NC1CCCC1
    1 | 1
Fc1ccc2[nH]c3nc4ncc(Br)cc4nc3c2c1
    24 | .
COc1cccc2c1Oc1ccccc1N=C2N1CCCN(C(=O)C(C)C)CC1
    13 | -4
O=C(C1CCN(Cc2nc3ccccc3[nH]2)CC1)N1CCN(CC=Cc2ccccc2)CC1
    28 | -9
CCn1c(SCC(=O)Nc2ccc(Cl)c(Cl)c2)nnc1-c1ccncc1
    19 | -13
COc1ccccc1NC(=O)N1CCc2nc[nH]c2C1
    -5 | -2
Cc1nn(-c2ccccc2)nc1C(=O)Sc1ccc(Cl)cc1
    . | -12
Cc1cccc(C2C=C(c3ccc(Br)cc3)Nc3nnnn32)c1 (centres undefined)
    -7 | -10
Cc1c(Cl)cccc1N1CCC(C(=O)NCC(C)C)C1=O (centres undefined)
    -6 | -6
O=C1/C(=C/c2ccc([N+](=O)[O-])cc2)C=C(c2ccccc2)N1c1ccc(F)cc1
    18 | 0
COc1cc(CNCc2cccc(F)c2)cc(OC)c1
    -3 | -7
CC(C)Sc1oc(-c2ccco2)nc1S(=O)(=O)c1ccc(Br)cc1
    14 | 7
Cc1ccc(C=Nc2c(C)n(C)n(-c3ccccc3)c2=O)o1
    0 | -2
COC(=O)C1C(c2ccccc2)NC(c2ccccc2)C(C(=O)OC)S1(=O)=O (centres undefined)
    . | 1
COc1ccc(NC(=O)N2CC3CC(NS(=O)(=O)c4cccs4)C2C3)c(C)c1 (centres undefined)
    5 | -6
CSCCC(C(=O)O)N1C(=O)C(=Cc2cccc(O)c2)SC1=S (centres undefined)
    14 | 10
Cc1nc(C)c(-c2cc(C)c3c(C)nc(C)nc3n2)c(N)n1
    3&0 | 8&-11
COc1ccc(CCNC(=O)NC2CCCC(OC(=O)Nc3ccccc3)C2)cc1 (centres undefined)
    -8 | -4

Additional records.
Each structure is followed by: mHTT CaM bind | Pf apPOL block
Cc1ccc(Cc2c(C)nc3nc(SCC(=O)NCc4cccs4)nn3c2C)cc1
    -2 | -8
COc1ccccc1N1CCN(C(=O)c2c(C)noc2C)CC1
    . | -4&-17
Cc1ccc(NC(=O)CN(c2cccc(C)c2C)S(=O)(=O)c2ccccc2)c(C)c1
    -5 | -8
CCCN(CCC)C(=O)c1cc(OC)cc(OC)c1
    -3 | -3
CCCn1c(=O)c(N2CCC(NC(=O)Nc3ccc(OCC)cc3)CC2)nc2ccccc21
    1 | 0
Cc1ccccc1NC(=O)N1CCCC1c1ccccc1C (centres undefined)
    -11 | -2
Cc1ccccc1OCC(=O)Nc1ccc2c(c1)C(=O)NC2=O
    4 | -6
CCn1c(SCC(=O)NN)nc2ccccc21
    -7 | -1
COc1cc(OC)c(OC)cc1CN1CCc2nc(N3CCOCC3)ncc2C1
    14 | 7
COc1ccc(C2=CC(c3ccccc3)n3nc(CCCO)nc3N2)cc1 (centres undefined)
    17 | -18
Cc1c(Cl)cccc1Nc1nc(N)nc(CSc2ncn[nH]2)n1
    0 | 3
CCCN1CCC(N(C)CCN(C)C)CC1
    -3 | -2
CCOc1ccc(NC(=O)CNS(=O)(=O)c2ccc(F)c(Cl)c2)cc1
    2 | -9
Cc1nc2c(c(=O)n1CC(=O)Nc1ccc3c(c1)OCCO3)CCN(Cc1ccccc1)C2
    12 | -5
Cc1ccc(C(=O)Nc2ccc([N+](=O)[O-])cn2)o1
    5 | -4
O=C(c1ccc(OCC2CCCN(C(=O)c3ccc(F)cc3F)C2)cc1)N1CCCC1 (centres undefined)
    13 | -2
CCNc1cc(N2CCC(CCC(=O)NCc3cccnc3)CC2)ncn1
    1 | 0
N#C/C(=C\Nc1ccc(F)cc1)c1nc(-c2cc3cc(Br)ccc3oc2=O)cs1
    3 | 9
COc1cc(/C=C2\C(=O)NC(=O)N(c3ccc(C)cc3)C2=O)ccc1O
    3 | 3
Cc1ccc(C)c(NC(=O)c2ccc(Cn3cncn3)cc2)c1
    0 | -6
Cc1cc2cc(CNS(=O)(=O)N(C)C)ccc2[nH]1
    16 | -6
Nc1ncnc(Nc2ccc3c(c2)OCO3)c1[N+](=O)[O-]
    32 | -4
COc1cc(/C=C2/C(=O)NC(=O)N(C)C2=O)cc([N+](=O)[O-])c1O
    7 | -6
NC(=NOC(=O)C(Cl)(Cl)Cl)c1ccc(OCc2ccc(Cl)cc2)cc1
    . | -15
CC(C)c1c(C2CCN(C(=O)c3ccccc3Br)CC2)noc1N
    -4 | -5
O=C(Cc1cccs1)Nc1nnc(-c2ccccc2Cl)o1
    16 | -7
Cc1cc(C)nc(N=C(N)Nc2ccccc2C(F)(F)F)n1
    0 | 7
CCCc1nc2cccnc2n1C1CCN(C(=O)CCc2ccc(OC)cc2)C1 (centres undefined)
    11 | -5
O=C(Oc1ccc2c(c1)OC(=Cc1ccncc1)C2=O)c1ccccc1Br
    16 | -6
CCn1ccc2c(cc(C(=O)NCc3cccc(Br)c3)n2C)c1=O
    -2 | -1

Four of these compounds, reformatted.
> CCCn1c(=O)c(N2CCC(NC(=O)Nc3ccc(OCC)cc3)CC2)nc2ccccc21
  mHTT CaM bind: 1 | Pf apPOL block: 0
> Cc1ccccc1NC(=O)N1CCCC1c1ccccc1C (centres undefined)
  mHTT CaM bind: -11 | Pf apPOL block: -2
> Cc1ccccc1OCC(=O)Nc1ccc2c(c1)C(=O)NC2=O
  mHTT CaM bind: 4 | Pf apPOL block: -6
> CCn1c(SCC(=O)NN)nc2ccccc21
  mHTT CaM bind: -7 | Pf apPOL block: -1

Later entries.
Each structure is followed by: mHTT CaM bind | Pf apPOL block
CC1CCN(C(=O)c2ncoc2-c2ccccc2C(=O)N2CCCC2)CC1
    -7 | -2
C=CCc1cccc(/C=N/NC(=O)CN2CCN(Cc3ccccc3)CC2)c1O
    . | 0
COc1ccc(NC(=O)C2CCCN(c3nnc4ccccn34)C2)c(C)c1 (centres undefined)
    5 | -6
CCOc1ccc(N2CCN(C(=O)CC)C(C)C2=O)cc1 (centres undefined)
    -8 | -3
COc1c(C(=O)Nc2cc(C(F)(F)F)cc(C(F)(F)F)c2)csc1Cl
    . | -1&2
C=CCn1c(SCC(=O)Nc2ccccc2F)nnc1-c1ccco1
    3 | -6
CC(C)CNC(=O)c1cnn(-c2ccc(Cl)cc2)c1C(C)C
    3 | -2
CSc1ccc(Cl)c(C(=O)Nc2cccc(C3OCCCO3)c2)c1
    2 | -5
COc1cc([N+](=O)[O-])ccc1NC(=O)Cc1ccccc1
    6 | 6
CCCCNC(=O)CCS(=O)(=O)Cc1ccccc1F
    -3 | -18
CCCOC(=O)c1ccc(Oc2c(C)oc3c(CN(C)C)c(O)ccc3c2=O)cc1
    20 | -9
CN1CCCc2cc(C(CNC(=O)c3ccco3)N3CCOCC3)ccc21 (centres undefined)
    8 | -13
COc1ccc(N2C(=O)CC(N3CCC(Cc4ccccc4)CC3)C2=O)cc1 (centres undefined)
    17 | 4
CCN(C(=O)C(Cc1ccccc1)C(=O)N(CC)c1ccccc1)c1ccccc1
    . | -37
O=S(=O)(c1ccc(Oc2ccc(Cl)cc2)cc1)c1ccc(Oc2ccc(Cl)cc2)cc1
    -23 | -2
CC(=O)N1CC(C(=O)NCC2CC2)C(c2ccccc2)C1 (centres undefined)
    0 | -3
O=C(Nc1cccc(F)c1)c1ccc(Cl)cc1
    -12 | -3
Cc1nc(N2C(=O)C(=O)C(=C(O)c3ccc(Cl)cc3)C2c2ccco2)sc1C (centres undefined)
    17 | -14
CN(C)C=C1C(=O)NN=C1c1ccccc1
    . | 1
COc1ccc(C)cc1NC(=O)CNC(=O)c1ccc(=O)[nH]c1
    -3 | -4
COc1ccc(N(CC(=O)Nc2cccc(SC)c2)S(C)(=O)=O)c(OC)c1
    10 | -6
Cc1ccccc1CNC(=O)c1cc2n(n1)CCCN(Cc1ccc(Cl)cc1)C2=O
    52* | -4
O=C(COc1ccc(Cl)cc1)NCC(c1cccs1)N1CCOCC1 (centres undefined)
    -11 | -3
CN1c2cc(Cl)ccc2C(=O)NC12CCN(C(=O)NCc1ccc(F)cc1)CC2
    5 | -12
CC1CN(C(=O)NCc2ccccc2)CC1c1nc(-c2ccncc2)no1 (centres undefined)
    5 | 2
CCC1(C)N=C(c2ccc3c(c2)OCO3)CC(c2ccccc2O)N1 (centres undefined)
    83* | -5
Cc1onc(-c2ccccc2Cl)c1C(=O)Nc1nc(-c2ccc([N+](=O)[O-])cc2)cs1
    18 | -2
COc1ccc(C2CC(C(F)(F)F)n3ncc(C(=O)N4CCOCC4)c3N2)cc1 (centres undefined)
    7 | 1
O=C(CC1Sc2ccc(C(F)(F)F)cc2NC1=O)Nc1ccc(N2CCCCC2)cc1 (centres undefined)
    3 | 2
COc1ccc(CCNC(=O)NCCn2nc(-c3ccccn3)n(C)c2=O)cc1
    -8 | -8

3 compounds picked at random from those above, as already listed:
Each structure is followed by: mHTT CaM bind | Pf apPOL block
COc1ccc(NC(=O)C2CCCN(c3nnc4ccccn34)C2)c(C)c1 (centres undefined)
    5 | -6
CC1CCN(C(=O)c2ncoc2-c2ccccc2C(=O)N2CCCC2)CC1
    -7 | -2
COc1ccc(N(CC(=O)Nc2cccc(SC)c2)S(C)(=O)=O)c(OC)c1
    10 | -6

Later entries.
Each structure is followed by: mHTT CaM bind | Pf apPOL block
Cc1ccc(C(=O)N2CCC(c3nc(CCNC(=O)C(C)C)cs3)CC2)cc1C
    24 | -2
N=c1n(CCOc2ccccc2)c2ccccc2n1Cc1ccccc1
    19 | -6
CCc1ccccc1NC(=O)N1CCc2nc(-c3ccccc3)ncc2C1
    -14 | -5
O=C(COc1ccccc1C(=O)NC12CC3CC(CC(C3)C1)C2)NCc1ccco1
    15 | -6
COc1ccccc1N1C(=O)NC2CC1(C)Oc1ccc(Br)cc12 (centres undefined)
    1 | -2
NC(=O)C1CCN(c2nc3ccc(-c4ccc(F)cc4)nc3s2)CC1
    3 | 2
CN1CC=C2C(C(=O)O)=C(N)C(C#N)(C#N)C(c3ccncc3)C2C1 (centres undefined)
    4 | -2
O=C(NCC(c1ccsc1)N1CCc2ccccc2C1)C(=O)NC1CCCC1 (centres undefined)
    -10 | 1
Cn1c(C23CC4CC(CC(C4)C2)C3)n[nH]c1=S
    -8 | .
COc1ccc(C(=O)N2CCN(c3ccccc3OC)C(=O)C2C)cc1 (centres undefined)
    3 | -3
CCCCCNC(=O)C1CCCN(c2nccc3sccc23)C1 (centres undefined)
    8 | -8
CCOC(=O)N1CCc2c(sc(NC(=O)c3ccccc3[N+](=O)[O-])c2C#N)C1
    17 | 5
COc1cccc(C2=NC(C(C)C)NC(c3cc(Cl)ccc3O)C2)c1 (centres undefined)
    52* | -6
CCN(Cc1ccccc1)CN1C(=O)C2(OCCCO2)c2ccccc21
    3 | 2
CCN(CCc1ccccc1)CCN(C)C
    2 | 1
C=CCNC(=O)C1COC2(CCCCC2)N1C(=O)c1ccccc1 (centres undefined)
    1 | -2
O=C(NCC1(c2cccs2)CC1)C12CC3CC(CC(C3)C1)C2
    -9 | 5
O=c1c2nc(N3CCCC3)sc2c(-c2cccs2)nn1Cc1cccc(F)c1
    -3 | -3
COCCCNC(=O)C1c2ccccc2C(=O)N(CCOC)C1c1ccc(F)cc1 (centres undefined)
    6 | -2
CCOC(=O)C(C)Sc1ncnc2c1cnn2-c1cccc(Cl)c1 (centres undefined)
    -7 | 2
CCc1ccc(C2CC(c3ccccc3Cl)Nc3nc(N)nn32)cc1 (centres undefined)
    52* | -4
Cn1ccnc1SCc1cc(=O)c(OC(=O)CC2CCCCC2)co1
    14 | -4
Cc1cc(C)c(CNC(=O)C2CCCN(c3cn[nH]c(=O)c3)C2)c(C)c1 (centres undefined)
    -4 | 2
CCc1cc(=O)n(CC(=O)N2CCCc3ccccc32)c(N)n1
    -7 | -6
COc1ccc(C(=O)N/C(=C\c2ccc3c(c2)OCO3)C(=O)Nc2ccc(C(=O)O)cc2)cc1
    10 | 4
CCC1Oc2ccc(Cl)cc2N(C(C)C(=O)NCC2CCCO2)C1=O (centres undefined)
    -5 | -10
CC(=O)Nc1cc(C(=O)NCCN2CCc3ccccc3C2)c2ccc(C)nc2c1
    43 | -3
Cc1ccc(N2CC(C(=O)NCCn3nc(-n4ccnc4C)ccc3=O)CC2=O)cc1C (centres undefined)
    -9 | -6
Cn1c(-c2ccco2)n[nH]c1=S
    -4 | -7
O=C(NC1CC1)c1ccccc1OCC1CCN(C(=O)C2(c3ccccc3)CC2)CC1
    6 | 4

Next results follow.
Each structure is followed by: mHTT CaM bind | Pf apPOL block
COc1ccc(-c2c(C)oc3c(CN4CCCCC4)c(O)c(CN4CCCCC4)c(O)c3c2=O)cc1
    16 | -9
Cc1cccc(N2CCN(CCNC(=O)c3csc4c3CCCC4)CC2)c1C
    42 | -4
CCc1cc(C2CCCN2C(=O)c2ccc(F)cc2)on1 (centres undefined)
    -2 | -3
O=C(Cc1ccc([N+](=O)[O-])cc1)N1CCCC1
    3 | -10
